Source: PubChem BioAssay (Fisher Drug Discovery Resource Center)
NPYLR7 agonist: agonists of mosquito NPYLR7 receptor, primary screen, cell-based, Aedes aegypti, calcium fluorescence, mosquito biting behavior; Aedes aegypti neuropeptide Y-like receptor 7 (NPYLR7); HEK293T NPYLR7/Galpha15, GCaMP6s calcium fluorescence; activation, % at 10 µM; 270,000 tested, 0.15% active; AID 1259423, 2018; in the data active means activation above about 40%;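 further: 0% = vehicle and 100% = reference agonist at the receptor; some compounds past the cut are filed as inactive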
hcGAS inh: Primary biochemical luminescence assay for human cyclic GMP-AMP synthase inhibitors; Q8N884; recombinant h-cGAS, ATP depletion, Kinase-Glo luminescence; inhibition, % at 12.5 µM; 290,000 tested, 0.081% active; AID 1259398, 2018;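 further: 0% = vehicle reaction and 100% = reaction without DNA for no activity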
Target sequence (Q8N884 whole entry, looked up): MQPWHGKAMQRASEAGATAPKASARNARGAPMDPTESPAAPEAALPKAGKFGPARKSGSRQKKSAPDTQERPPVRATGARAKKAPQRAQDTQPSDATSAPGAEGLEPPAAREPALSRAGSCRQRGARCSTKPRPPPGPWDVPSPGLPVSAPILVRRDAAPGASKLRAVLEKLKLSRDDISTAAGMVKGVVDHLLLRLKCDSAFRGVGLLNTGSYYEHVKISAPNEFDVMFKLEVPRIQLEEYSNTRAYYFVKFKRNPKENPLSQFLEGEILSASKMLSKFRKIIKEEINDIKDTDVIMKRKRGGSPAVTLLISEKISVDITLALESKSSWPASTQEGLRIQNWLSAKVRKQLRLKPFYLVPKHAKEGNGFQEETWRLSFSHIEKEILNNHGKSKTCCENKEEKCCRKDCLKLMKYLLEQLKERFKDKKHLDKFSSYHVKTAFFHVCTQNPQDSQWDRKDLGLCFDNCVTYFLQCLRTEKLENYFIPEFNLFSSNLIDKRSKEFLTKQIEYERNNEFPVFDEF
mcGAS lum: cyclic GMP-AMP synthase inhibitors, mouse, primary biochemical chemiluminescence; Q8C6L5; recombinant cGAS, Kinase-Glo ATP depletion luminescence; inhibition, % at 12.5 µM; 160,000 tested, 0.15% active; AID 1259399, 2018;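 further: 0% = negative control wells and 100% = reference inhibitor with no enzyme activity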
Starred values were filed as active, the others as inactive; . = not tested or not shown; & = joins results of further samples. Unless noted, no stated cut-off is given here; in the data, active means inhibition above about 40%; inactive means the rest.

SMILES | NPYLR7 agonist | hcGAS inh | mcGAS lum
CCNC(=O)OC1CN(C(=O)OCC)CCC(=O)N(C)c2ccccc21 (configuration not stated) | 4 | 0 | -5
CCCc1cc(=O)n(CC(=O)NCc2ccc(C)cc2)c(-n2nc(C)cc2C)n1 | -5 | -7 | -7
Fc1ccc(-c2noc(CSc3nnc(C4CC4)n3C3CC3)n2)cc1 | 2 | -5 | .
COC(=O)c1sc(=S)n(Cc2ccco2)c1C | 0 | -16 | .
CCc1nc2ccc(C(=O)NCCN3CCNC3=O)cn2c1N(CC)CCN(C)C | -5 | -3 | -3
CCOC(=O)N1CCN(c2c(NC3CCCCCC3)c(=O)c2=O)CC1 | 4 | -8 | -4
Cn1c(CCC(N)=O)nnc1SCc1ccc(C(N)=O)cc1 | 2 | 5 | .
O=C(CCN1C(=O)CCC1=O)NCC1(c2c(F)cccc2F)CCCC1 | 3 | -1 | .
COc1ccc(Nc2ncccc2C(=O)N2CCC(c3ccccc3)CC2)cc1 | 15 | -7 | -6
Cc1nc(NCCNS(=O)(=O)c2cccs2)cc(-n2ccnc2C)n1 | -15 | -1 | -8
CCOC(=O)Cc1csc(NC(=S)NC(=O)c2ccccc2Br)n1 | 3 | 5 | -6
CCNC(=O)[C@@H]1C[C@H](n2cc(Cc3ccccc3)nn2)CN1 | 9 | -10 | -17
Cc1ccc2cc(CCNC(=O)CCCc3ccccc3)c(=O)[nH]c2c1C | 3 | 4 | .
CC1(C(=O)Nc2cccc(Oc3ccccc3)c2)CCN1Cc1c(F)cccc1F (configuration not stated) | 9 | -9 | .
C/C(=C/C(=O)NC(C(N)=O)c1ccccc1)c1ccccc1 (configuration not stated) | -6 | -8 | -15
COc1cccc(C(=O)N(Cc2ccco2)Cc2nccn2Cc2ccccc2C(F)(F)F)c1 | . | 4 | 0
CCC(CC)C(=O)N1[C@@H](c2ccccc2)[C@@H](C(=O)NC)C[C@]12CCCCN(CCO)C2=O | 2 | 2 | -8
COCCCN(Cc1c(-c2ccc(F)cc2)noc1N1CCN(C)CC1)C(=O)C1CCCC1 | 6 | -3 | -5
COCc1ccc(C(=O)N2CCC(C(=O)Nc3cccc(-c4ccco4)c3)CC2)o1 | 4 | 5 | -9
CCOc1ccc(CN2CCN(Cc3ccc(OC)cc3F)C(CCO)C2)cc1CO (configuration not stated) | -6 | -6 | .
CC1CN(C(C)CNCc2cn(C)nc2-c2ccncc2)CC(C)O1 (configuration not stated) | -2 | -5 | .
CCCCC1CCC(C(=O)N2CCc3c(nc[nH]c3=O)C2)CC1 (configuration not stated) | . | -18 | -8
CCOC(=O)N1CCC(N2CCCC(Nc3ccccc3)C2)CC1 (configuration not stated) | -1 | -3 | .
CCc1ccc(/C=C2/N=C(c3ccccc3)OC2=O)s1 | -3 | -2 | .
CO[C@H]1C[C@@H]2C[C@H](c3ccccn3)OC[C@]2(O)[C@@H]1N1CCc2c([nH]c3ccccc23)C1 | 3 | 4 | 0
COCc1c(Br)c(C)nc(OCC(=O)N/N=C\c2cc(I)c(O)c([N+](=O)[O-])c2)c1C#N | 7 | 33 | 83*
Cc1nc2ncnn2c(N2CCN(C(=O)Cc3ccc(Cl)cc3)CC2)c1Cc1ccccc1 | 19 | 0 | -5
CC(C)NC(=S)N1CCC2(CC1)NC(C(C)C)C(=O)N2Cc1ccccc1 (configuration not stated) | 4 | -5 | .
Cc1nc(-c2cccc(NCc3cn(C)nc3C(C)C)c2)n[nH]1 | 1 | -16 | .
COc1ccc(C(CC(=O)NCCc2ccccc2)c2cn(C)c3ccccc23)cc1 (configuration not stated) | . | -5 | -4
CCOc1cc(/C=C2\C(=N)N3N=CSC3=NC2=O)cc(Cl)c1OS(C)(=O)=O | 15 | -6 | .
CCCOCCNC(=O)c1ccc(-c2cc(-c3ccccc3)n[nH]2)cc1 | . | -7 | -9
CCCc1c(-c2ccccc2)nc2c(-c3ccccc3)c(C)[nH]n2c1=O | -16 | 4 | .
CC(C)N(C(=S)NC1CCCCC1)c1ccccc1 | 0 | -11 | .
CC1CCc2c(sc(NC(=O)CN(C)CC(=O)Nc3ccc(F)cc3)c2C(=O)OC(C)C)C1 (configuration not stated) | -3 | -7 | .
CCC(C)C(C(=O)Nc1ncc(C)s1)c1ccccc1 (configuration not stated) | 2 | -5 | .
COC(=O)CSCC(=O)Nc1sc2c(c1C(=O)OC)CCCCC2 | 0 | 6 | .
Cn1cc(CN2CCCC(OCc3cccnc3)C2)c(-c2ccc3c(c2)OCCO3)n1 (configuration not stated) | 1 | -8 | -7
Cc1ccccc1C(=O)N1CCSC12CCN(C(=O)c1cc([N+](=O)[O-])cc([N+](=O)[O-])c1)CC2 | 11 | -3 | -5
Cc1ccccc1CCNC(=O)CSc1nnc(OC(C)C)s1 | -9 | -10 | -17
CC1=NC2=C(C(=O)CCC2)C(c2cccc(I)c2)C1C#N (configuration not stated) | 12 | 0 | -5
C=CCn1c(SCc2ccccc2OC)nnc1-c1ccc(OC)cc1 | . | -3 | -3
COc1ccc(S(=O)(=O)N(CC2CC2)C(C)C)cc1C(N)=O | 14 | -10 | -15
COc1ccc(N2CC(NC(=O)Nc3cc(C)on3)CC2=O)cc1 (configuration not stated) | 8 | -4 | -7
Cc1ccc(-c2cc(C(=O)Nc3ccc(F)cc3F)c3c(C)noc3n2)s1 | 15 | -7 | -7
COc1cccc(-c2cc(C(=O)NCCC(C)C)n3nc(-c4ccccc4)cc3n2)c1 | 10 | -5 | -6
OC12CC3CC(C1)CC(CBr)(C3)C2 | . | 12 | 3
CCOC(=O)C1CCN(c2c(S(=O)(=O)c3ccc(C)cc3)cnc3ccccc23)CC1 | -7 | -5 | -6
O=C(CCCS(=O)(=O)c1ccc(Cl)cc1)N1CCN(c2nc3c(Cl)cccc3s2)CC1 | 19 | 3 | .
COc1ccc2[nH]c(C(=O)NCC3CC(C(C)C)=NO3)c(C)c2c1 (configuration not stated) | 7 | -4 | -19
COc1cccc(-n2[nH]c3c4c(ccc3c2=O)C(=O)c2ccccc2C4=O)c1 | 2 | -7 | -6
CCN1C(=O)N(Cc2cccc(OC)c2)C(=O)C12CCN(Cc1ccc(-c3ccco3)cc1)CC2 | 22 | -20 | -7
C=CCN1C(=O)SC(=Cc2cc(Cl)c(OC)c(Br)c2)C1=O | -1 | -4 | 2
C=CCCOC(=O)N1[C@@H](c2ccco2)[C@@H](C(=O)NC)C[C@]12CCCCNC2=O | 4 | 2 | -6
COc1ccccc1-n1c(SCc2nc(C(=O)NCCN3CCOCC3)cs2)nnc1-c1cccnc1 | . | -9 | -6
CC1(C)OC[C@H](COC(=O)c2c(F)cccc2F)O1 | -1 | 2 | .
COCCN(Cc1cccs1)C(=O)c1cnc2ccccc2c1 | 4 | -4 | -10
COCC(=O)N(Cc1ccc(OS(=O)(=O)c2ccc(F)cc2)cc1)Cc1ccco1 | 24 | -3 | -5
CCOc1ccc(-c2csc(-n3nc(C)cc3NC(=O)c3ccco3)n2)cc1 | -10 | -3 | -9
CC(=O)c1ccc(N2CCN(C(=O)Cn3cnc4c([nH]c5ccc(C)cc54)c3=O)CC2)cc1 | . | -5 | -7

Remaining list, next part.
SMILES | NPYLR7 agonist | hcGAS inh | mcGAS lum
CN(C)CC1(O)CCCN(Cc2cc(Cl)ccc2OCC(=O)O)C1 (configuration not stated) | 3 | -2 | -7
CN(C)CCNC(=O)c1cccc(-c2ccc3nnc(-c4cscn4)n3c2)c1 | 3 | -1 | -3
CCn1ccnc1CN1CCOC(Cc2ccccc2Cl)C1 (configuration not stated) | 4 | -8 | .
CCOC(=O)c1cc(C#N)c(SCC(=O)N2CCC(C)CC2)nc1C | -1 | -4 | -5
CC(=O)Nc1ccc(C(=O)N(C)CCC2(O)CCCC2)c(C)c1 | 7 | 2 | -11
Cn1c(N=Nc2c(-c3ccccc3)n(C)c3ccccc23)nc2ccccc21 | -8 | -7 | -7
O=C(CC(c1cccc([N+](=O)[O-])c1)c1c[nH]c2ccccc12)NCCc1ccccc1 (configuration not stated) | . | -6 | -5
COc1ccc(C=CC(=O)N2CC(C)OC(C)C2)cc1S(=O)(=O)N1CCOCC1 (configuration not stated) | 10 | -5 | .
OCCn1c(CN2CCCCCCC2)nc2ccc(Cl)cc21 | 0 | -5 | -5
O=C(Cc1ccc2c(c1)OCO2)N1CCC(n2cnc3ccccc32)CC1 | 7 | -6 | -10
CCc1nc(CN2CCCC2c2nc3ccc(C)cc3[nH]2)no1 (configuration not stated) | 3 | -6 | -16
Cc1ccc(C(=O)Nc2ccc3c(c2)CCC(=O)N3CC(C)C)cc1C | 11 | -6 | .
COc1ccc(-c2nnn(CN3CCc4sccc4C3c3cccs3)n2)cc1OC (configuration not stated) | 1 | 1 | .
O=c1c2cnc3nc(-c4ccncc4)nn3c2ccn1CC1CCCO1 (configuration not stated) | 6 | -7 | .
COc1cc(OC)cc(N2CCN(C(=O)Nc3ccc(C)cc3)C(C)C2=O)c1 (configuration not stated) | 22 | -4 | -6

18 entries from above, with tabs.
canonical_smiles	NPYLR7 agonist	hcGAS inh	mcGAS lum
CCNC(=O)OC1CN(C(=O)OCC)CCC(=O)N(C)c2ccccc21 (configuration not stated)	4	0	-5
CCCc1cc(=O)n(CC(=O)NCc2ccc(C)cc2)c(-n2nc(C)cc2C)n1	-5	-7	-7
Fc1ccc(-c2noc(CSc3nnc(C4CC4)n3C3CC3)n2)cc1	2	-5	.
COC(=O)c1sc(=S)n(Cc2ccco2)c1C	0	-16	.
CCc1nc2ccc(C(=O)NCCN3CCNC3=O)cn2c1N(CC)CCN(C)C	-5	-3	-3
CCOC(=O)N1CCN(c2c(NC3CCCCCC3)c(=O)c2=O)CC1	4	-8	-4
Cn1c(CCC(N)=O)nnc1SCc1ccc(C(N)=O)cc1	2	5	.
O=C(CCN1C(=O)CCC1=O)NCC1(c2c(F)cccc2F)CCCC1	3	-1	.
COc1ccc(Nc2ncccc2C(=O)N2CCC(c3ccccc3)CC2)cc1	15	-7	-6
Cc1nc(NCCNS(=O)(=O)c2cccs2)cc(-n2ccnc2C)n1	-15	-1	-8
CCOC(=O)Cc1csc(NC(=S)NC(=O)c2ccccc2Br)n1	3	5	-6
CCNC(=O)[C@@H]1C[C@H](n2cc(Cc3ccccc3)nn2)CN1	9	-10	-17
Cc1ccc2cc(CCNC(=O)CCCc3ccccc3)c(=O)[nH]c2c1C	3	4	.
CC1(C(=O)Nc2cccc(Oc3ccccc3)c2)CCN1Cc1c(F)cccc1F (configuration not stated)	9	-9	.
C/C(=C/C(=O)NC(C(N)=O)c1ccccc1)c1ccccc1 (configuration not stated)	-6	-8	-15
COc1cccc(C(=O)N(Cc2ccco2)Cc2nccn2Cc2ccccc2C(F)(F)F)c1	.	4	0
CCC(CC)C(=O)N1[C@@H](c2ccccc2)[C@@H](C(=O)NC)C[C@]12CCCCN(CCO)C2=O	2	2	-8
COCCCN(Cc1c(-c2ccc(F)cc2)noc1N1CCN(C)CC1)C(=O)C1CCCC1	6	-3	-5

(further entries)
SMILES | NPYLR7 agonist | hcGAS inh | mcGAS lum
CCN1CCC(N(C)C(COC)c2ccccn2)CC1 (configuration not stated) | 22 | -7 | .
Cc1[nH]nc(-c2ccc(OCCN3CCC(C(N)=O)CC3)cc2O)c1-c1ccc(Br)cc1 | -5 | -1 | 1
CCOC(=O)C1CCN(C(=O)CSc2nc(Cl)cc(N3CCN(c4ccccc4F)CC3)n2)CC1 | -2 | -16 | -6
CNc1ncccc1C(=O)N1CCCC(Nc2ccc(OC)c(OC)c2)C1 (configuration not stated) | 5 | -6 | .
Cc1cc(OC(F)F)c(C(=O)NC2CCS(=O)C2)s1 (configuration not stated) | 21 | -7 | -7
N#Cc1cnn(C(=O)CCc2cccc(Cl)c2)c1N | -23 | -4 | .
Cc1[nH]c2ccc(F)cc2c1CCN=C(N)NS(=O)(=O)c1ccc(F)cc1 | -4 | -7 | .
Cc1ccnc(Nc2ccc(NCCNC(=O)COc3ccccc3)nn2)c1 | 5 | -7 | .
COc1cccc(-c2cnc3c(NC=O)cc(-c4ccc(OC)cc4OC)cn23)c1 | -5 | -3 | -7
COc1cc(CN(C)Cc2oc(CO)cc(=O)c2O)ccc1OC(F)F | 11 | -6 | .
Cc1nc(CCNS(=O)(=O)c2ccc(Cl)nc2Cl)cs1 | 14 | -7 | -14
O=C(CCNS(=O)(=O)c1cccs1)N1CCN(C(=O)c2ccco2)CC1 | 7 | -11 | .
Cn1nccc1-c1ccc2c(n1)C(=O)N(C1(C(=O)NCCN3CCOCC3)CC1)C2 | 6 | -6 | -8
COc1ccc(/C=C/CN2CCC(C(=O)NC(c3ccc4c(c3)OCO4)c3ccccn3)CC2)cc1 (configuration not stated) | -15 | 1 | 1
Nc1cc(-c2ccc(Cl)cc2)nn1-c1ccc(C(=O)NCCOc2ccccc2)cc1 | -6 | -8 | -3
C=CCn1c(C2CCCCC2)n[nH]c1=S | 25&-7 | -1&-7 | .
CCOC(=O)C1(CC2CC2)CCN(Cc2ccc(OC)cc2F)CC1 | 4 | -7 | .
COc1ccc(S(=O)(=O)Nc2ccc3c(c2)N(S(=O)(=O)c2ccccc2)CCC3)c(OC)c1 | -3 | -7 | .
Cc1nc2c(c(=O)[nH]1)CCN(C(=O)C1(c3cccs3)CC1(C)C)C2 (configuration not stated) | 8 | -6 | .
COc1ccccc1CN(CCc1c[nH]c2ccccc12)Cc1nc(C(=O)O)co1 | -11 | 3 | 1
